# Screening data as filed in PubChem.
# MITF TRPM1 HTS: activators of MITF-driven TRPM1 promoter reporter, primary screen, cell-based, SK-MEL-5, luciferase, single point; SK-MEL-5 TRPM1-promoter luciferase, 24 h; % of positive control, neutral wells = 0; activation, % at 12.5 µM; 0.75% of 300,000 active;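 active means mean activation of at least 80% with every replicate also reaching 80%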;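 further: 0% = neutral control wells and 100% = parthenolide positive control wells; values of inactives mirror those of a sister screen read the other way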
# PKA-R1A activ: activators of PKA-R1A holoenzyme, primary screen, biochemical, fluorescence polarization, Cy5-IP20, bovine R1A, mouse PKAc | cAMP-dependent protein kinase type I-alpha regulatory subunit (Bos taurus) + … | PKA-R1A dissociation; scaled: DMSO 0%, 113 µM cGMP 100% | activation, % at 11.4 µM | AID 504707, 2011 | 0.083% of 340,000 active;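 active means percent activation above the mean of all tested compounds plus 3 SD, cut at about 19% in these data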;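 further: higher means more PKAc released from R1A so a rise in polarization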
# SR-BI DiI inh: inhibitors of SR-BI mediated HDL lipid uptake, primary screen, ldlA[mSR-BI] cells, fluorescence, single point. Scavenger receptor class B member 1 (Mus musculus), Q61009. ldlA[mSR-BI] CHO cells, DiI-HDL uptake fluorescence, 3 h. AID 488896, 2010. 0.96% of 320,000 active. inhibition, % at 12.5 µM;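 active means mean replicate inhibition of at least 70% and a set share of replicates each scoring 70 or more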;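 further: 0% = median of neutral control wells and 100% = median of positive control wells; values of inactives mirror those of a sister screen read the other way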
# SUMO Mot1 rescue: yeast Mot1-301 growth rescue at high temperature, primary screen, SUMOylation pathway inhibitor project, S. cerevisiae, ATP luminescence, 38.5C | S. cerevisiae Mot1-301 growth rescue; percent above DMSO median, 100 means doubled | growth rescue, % at 18.8 µM | 1% of 320,000 active | AID 2716, 2010;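 active means every valid replicate shows activation above 250% relative to neutral control wells; inactive means the rest, any valid replicate at or below 250%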;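 further: OY570 slx delta 5 strain wells were the positive control but not used for scaling; some compounds called inactive have numbers as strong as hits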
# SR-BI uptake up: activators of SR-BI mediated DiI-HDL uptake, primary screen, ldlA[mSR-BI] CHO cells, DiI fluorescence | 3 h; 100 = double the neutral-control signal | activation, % at 12.5 µM | 0.096% of 320,000 active | AID 504775, 2011;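 active means mean replicate activation of at least 60% and every replicate at or above 60%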;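 further: 0% = median plate neutral-control signal and 100% = twice that signal; values of inactives mirror those of a sister screen read the other way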
#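 Assay system: LDL receptor-deficient CHO ldlA cells overexpressing murine SR-BI / Medium: BSA-supplemented, HEPES-buffered Ham's F12, pH 7.4 / Probe or stimulus: DiI-labelled HDL at 10 µg/mL final / Timing: compound with DiI-HDL co-incubation, 3 h at 37 °C / Technique: bottom-read cell fluorescence after medium removal, ex 550/em 595 nm / Measure: HDL uptake via cellular fluorescence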
# DSG3 Ab inh: inhibitors of pemphigus antibody binding to DSG3, primary screen, biochemical, bead-based, flow cytometry, scFv-GFP | DSG3-coupled beads, scFv-anti-DSG3-GFP binding; stronger effect = lower value | binding (percent of control), % at 10 µM | 0.48% of 310,000 active;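 active means binding more than 3 SD below its plate's average and above zero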;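 further: hits lower antibody fragment binding to DSG3; some compounds called inactive have numbers as strong as hits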
# PKA-R2B activ: activators of PKA-R2B holoenzyme, primary screen, biochemical, fluorescence polarization, Cy5-IP20, human. cAMP-dependent protein kinase catalytic subunit beta (Homo sapiens) + cAMP-dependent …. PKA-R2B holoenzyme dissociation; R2B truncated from residue 108, S112A mutant; 0% DMSO only, 100% 113 µM cGMP. activation, % at 11.4 µM. 0.079% of 340,000 active;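 active means activation above a cutoff set at the mean over all compounds plus 3 SD, cut at about 18% in these data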;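 further: higher means more holoenzyme dissociation and a rise in polarization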
# Target sequence (P31323 whole entry, looked up, other chains not shown, the tested form may be a part): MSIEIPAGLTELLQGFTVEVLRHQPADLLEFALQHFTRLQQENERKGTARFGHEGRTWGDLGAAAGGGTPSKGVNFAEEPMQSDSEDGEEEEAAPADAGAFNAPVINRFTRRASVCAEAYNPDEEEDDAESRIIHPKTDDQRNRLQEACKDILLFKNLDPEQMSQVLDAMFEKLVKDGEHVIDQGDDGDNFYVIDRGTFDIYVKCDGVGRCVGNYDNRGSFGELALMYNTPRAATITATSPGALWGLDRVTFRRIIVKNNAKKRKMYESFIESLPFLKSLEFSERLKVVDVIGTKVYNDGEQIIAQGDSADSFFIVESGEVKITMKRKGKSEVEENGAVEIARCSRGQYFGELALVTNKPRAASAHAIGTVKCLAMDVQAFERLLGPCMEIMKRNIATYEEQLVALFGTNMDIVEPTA
# CDK5 p35 inh: inhibitors of human CDK5/p35 kinase, primary screen, biochemical, single concentration. 0.01% of 330,000 active. AID 488839, 2010. Recombinant CDK5/p35, ADP-Glo luminescence, 60 min. inhibition, % at 10 µM. Cyclin-dependent kinase 5 (Homo sapiens) + Cyclin-dependent kinase 5 activator 1 (Homo …;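 active means highest replicate inhibition of at least 50% and at least 75% of replicates reaching 50%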;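 further: plate controls were DMSO neutral control for no effect and GW8510 at 10 µM for full effect; many of its hits are not listed in these tables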
# Arr AP2 block: inhibitors of beta-arrestin/AP2 binding, primary screen, biochemical, GPCR trafficking, flow cytometry. FITC-arrestin peptide / GST-AP2 beads; AP2 beta2 appendage carries R879A mutation. inhibition, % at 10 µM. 0.31% of 340,000 active. beta-arrestin 1 C-terminal peptide binding to AP2 beta2-adaptin appendage (human);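 active means inhibition above a set limit, near 3 SD of compounds lacking own fluorescence, cut at about 54% in these data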;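 further: plate controls were DMSO wells for no effect and 5 µM unlabelled arrestin peptide for full effect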
#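 Measured by: flow cytometry, FL1 (488/535 nm); Material: AP2 appendage R879A on GSH beads; Evaluation: percent response; Timing: pre-incubation 12 min, peptide binding 1 h, room temperature; Also added: 50 nM FITC-arrestin peptide; Medium: PBS with 0.05% Tween 20 and 0.1% BSA.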
# dFosB act: activators of delta FosB homodimer, primary screen, biochemical, fluorescence polarization, TAMRA-CDK5 oligo, single point; purified delta FosB; percent of positive-control signal above neutral wells; activation, % at 25 µM; 0.99% of 340,000 active; AID 493131, 2011;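 active means mean activation above about 17%, with every replicate also reaching it, limit read from the data, passing the limit was not always enough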;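 further: fluorescence polarization rise as delta FosB binds a TAMRA Cdk5 AP-1 oligo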
# Target sequence (P13346 whole entry, looked up): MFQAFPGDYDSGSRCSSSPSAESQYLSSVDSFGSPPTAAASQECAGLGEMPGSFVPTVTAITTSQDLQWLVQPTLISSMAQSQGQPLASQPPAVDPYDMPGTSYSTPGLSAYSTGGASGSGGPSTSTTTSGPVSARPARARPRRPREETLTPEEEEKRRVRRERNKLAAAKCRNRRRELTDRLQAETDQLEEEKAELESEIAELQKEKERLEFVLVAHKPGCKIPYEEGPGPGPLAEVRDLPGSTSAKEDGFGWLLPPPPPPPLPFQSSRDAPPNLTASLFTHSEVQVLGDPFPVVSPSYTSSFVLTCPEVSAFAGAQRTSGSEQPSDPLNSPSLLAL
# NSD2 HMT inh: NSD2 histone methyltransferase inhibitors, primary screen, biochemical, AlphaScreen, single concentration, set 2; Histone-lysine N-methyltransferase NSD2 (Homo sapiens), O96028; NSD2 peptide methylation, 120 min; inhibition, % at 12.5 µM; 0.54% of 310,000 active; AID 743445, 2014; in the data active means inhibition above about 50%
# * marks the source's active call; other numbers are inactive results; x = not tested or not shown.
entry	structure	MITF TRPM1 HTS	PKA-R1A activ	SR-BI DiI inh	SUMO Mot1 rescue	SR-BI uptake up	DSG3 Ab inh	PKA-R2B activ	CDK5 p35 inh	Arr AP2 block	dFosB act	NSD2 HMT inh
1	CCN(CC)C(=O)c1ccc2nc3ccccc3nc2c1	-48	2	-8	2	8	96	-6	-0.5	-5	-3	-4
2	Cc1c(C(=O)Nc2ccccc2)csc1-c1ccccc1	107*	0	19	-12	-19	105	-15	-0.8	3	6	-1
3	CC(C)(C)OC(=O)N1CCC(NC(=O)c2nc[nH]c2C(=O)N2CCN(C(=O)OC(C)(C)C)CC2)CC1	7	3	-15	-5	15	100	9	1.2	-1	-1	x
4	O=S(=O)(c1ccc(Br)s1)n1cccn1	-6	4	-4	-4	4	110	-2	0.4	-7	-3	1
5	O=C(Nc1ncc2c(n1)-c1ccccc1OC2)c1cccc([N+](=O)[O-])c1	5	-3	2	22	-2	x	7	1.0	-8	-6	1
6	CN1C(=O)CSC1=Nc1ccc(F)cc1	5	-5	-8	111	8	107	-10	-1.9	-5	-8	-1
7	Cn1nnnc1SCC(=O)Nc1nc2c(F)c(F)c(F)cc2s1	16	-12	0	-7	0	x	5	0.6	-23	12	0
8	COC(=O)CON1C(=O)c2ccccc2C1=O	9	3	x	-1	x	94	-5	-0.7	2	3	1
9	Cc1nc(NC(=O)CSc2nnc(C3CC3)n2C)sc1C	12	2	x	80	x	109	8	-2.3	-4	6	4
10	COc1ccc(-n2c(=O)c3c(C)c(C)sc3n(Cc3ccc(F)cc3)c2=O)c(OC)c1	-6	-14	x	-14	x	97	-21	0.6	-5	-15	x
11	OC1(c2ccccc2)CCN(Cc2ccccc2)C2CCCCC21 (configuration not stated)	1	10	x	-1	x	104	-4	-7.5	6	-1	14
12	CC(Oc1ccc(Cl)cc1Cl)C(=O)NNC(=O)[C@@H]1CCCC[C@@H]1C(=O)O (some centres not stated)	-4	-5	-9	8	9	113	8	0.7	-11	0	-3
13	COc1ccc2[nH]c3c(c2c1)CCN1C(=O)N([C@@H](C)C(=O)NCc2ccc(F)cc2)C(=O)[C@]31C	-7	0	54	-12	-54	98	-4	0.7	-2	1	x
14	Cc1ccc(NC(=O)CCN2C(=O)C3C4CCC(C4)C3C2=O)cc1[N+](=O)[O-] (configuration not stated)	-3	-10	-4	-8	4	93	-13	1.4	16	-4	1
15	CN(CC(O)Cn1c2ccccc2c2ccccc21)S(C)(=O)=O (configuration not stated)	11	1	-23	268	23	105	-9	4.5	9	-1	2
16	Cc1occc1-c1nnc(SCC(=O)Nc2ccccc2-c2ccccc2)n1C	-3	-9	12	2	-12	99	1	-0.1	3	-2	-4
17	COc1ccc(/C=C(\NC(=O)c2ccc(C)cc2)C(=O)N2CCCCC2)cc1	7	-7	-1	4	1	97	3	1.5	5	-4	-3
18	Cc1ccc(C)c(S(=O)(=O)N2CCN(C(=O)c3ccc(N4CCCC4)c([N+](=O)[O-])c3)CC2)c1	-1	-1	7	-5	-7	114	11	0.6	3	-7	3
19	COc1cc(OC)cc(C(=O)N[C@H](C(=O)OCC(=O)Nc2cccc(F)c2)C(C)C)c1	-12	-7	-10	-19	10	94	8	x	10	2	-3
20	CN(C)c1ccc(-c2ccc3c(=O)c4ccccc4n(C)c3c2)cn1	27	7	12	62	-12	104	-3	0.7	2	-4	x
21	CC(=O)n1c2ccccc2c2nc3ccccc3nc21	23	-8	-2	9	2	102	-13	1.5	38	-21	x
22	Cc1cc(C)n2nc3nc(N4CCCCC4)nc(-c4ccco4)c3c2n1	x	-20	-4	-13	4	110	2	1.0	9	-21	x
23	CCC(C)(C)n1nnnc1C(c1cc2ccc(OC)cc2[nH]c1=O)N1CCCCC1 (configuration not stated)	7	-15	17	-7	-17	125	-1	-1.8	11	-10	1
24	COc1ccc(Cc2nc3ccc(C(=O)N4CCN(C)C(C)C4)cc3o2)cc1OC (configuration not stated)	-19	-4	-5	1	5	x	4	0.0	-1	-5	4
25	O=[N+]([O-])c1cc(C(F)(F)F)ccc1NCCOc1ccccc1	60	-7	-1	55	1	99	5	0.2	7	-1	-2
26	Cc1ccc(S(=O)(=O)CC(=O)NCc2ccc(Cl)cc2)cc1	-1	2	15	8	-15	103	-3	-2.3	-12	1	-1
27	Cc1ccc(-c2nnc(NC3CCCC3)s2)cc1	x	-17	-17	-30	17	104	5	-0.4	-5	-2	-2
28	CC1(C)NC(=O)N(CC(O)CN2C(=O)NC(C)(C)C2=O)C1=O	-4	-12	-42	14	42	97	4	-1.7	-6	0	2
29	O=C(O)c1cc(-c2ccc3c(c2)OCCO3)n[nH]1	-15	5	-9	3	9	100	0	-1.1	-24	6	-1
30	CCN(CC)C(=S)SSC(=S)N(CC)CC	-29	-16	2	131	16	106	10	0.8	1	5	x
31	COc1ccccc1CNC(=O)CC1Sc2ccccc2NC1=O (configuration not stated)	-4	-12	-11	x	11	103	12	-2.2	2	3	1
32	O=C(NNC(=O)C1CCC1)c1ccc(Cl)cc1	-5	-7	-8	-10	8	121	7	-3.4	13	-1	-1
33	CCOC(=O)C1=C(C)N(C)C(=S)N(C)C1c1ccc(OC)cc1 (configuration not stated)	-11	-5	6	-15	-6	116	-4	-0.1	9	-9	-1
34	Cc1cc(C)nc(N2CCN(c3ccc(F)cc3)CC2)n1	3	6	-1	-4	1	94	-4	1.4	-8	1	5
35	CCC(C)Sc1nc2c(c(=O)[nH]c(=O)n2C)n1CC(O)COc1ccccc1C (configuration not stated)	x	0	2	86	-2	99	-6	0.2	-7	-11	x
36	O=C1c2oc3ccc(Cl)cc3c(=O)c2C(c2cccc(Br)c2)N1CCO (configuration not stated)	x	3	-27	-5	27	105	2	1.2	4	-2	1
37	Cc1ccc(/C=N/NC(=O)NN(C)c2ncc(C(F)(F)F)cc2Cl)cc1	7	9	6	-5	-6	108	-10	-0.7	0	-11	1
38	COCCn1c(SCc2ccc(C(=O)OC)o2)nnc1-c1c[nH]c2ccccc12	9	7	-12	0	12	98	-7	0.5	-9	5	x
39	O=C(Nc1nccs1)c1cc(Cl)ccc1[N+](=O)[O-]	-10	-6	2	38	-2	99	-6	-1.1	x	1	0
40	NS(=O)(=O)c1ccc(NC(=O)COC(=O)CSc2n[nH]c(-c3ccccc3)n2)cc1	-1	2	-8	2	8	97	-8	0.6	-9	-4	-2
41	Cc1ccc(NC(=S)N2CCC(NC(=O)C3CCCCC3)CC2)cc1C	-1	-10	2	85	-2	x	-12	-5.1	0	-7	0
42	CN(Cc1nc(-c2ccc(Cl)cc2)no1)C(=O)c1ccco1	22	3	12	6	-12	100	3	-0.5	21	-8	-2
43	O=C(C1CCCN1S(=O)(=O)c1ccc(Cl)c(Cl)c1)N1CCOCC1 (configuration not stated)	6	-6	-14	-16	14	100	-6	-0.3	0	-3	-4
44	CC(=O)Nc1ccc(S(=O)(=O)N(CCCN2CCOCC2)Cc2cccs2)cc1	4	-8	-9	4	9	99	-8	-2.7	17	-3	2
45	Cc1ccc2oc(C(=O)N3CCN(CCO)CC3)c(C)c2c1	7	3	-12	0	12	97	11	1.3	6	4	0
